TcdB inh: TcdB glycohydrolase inhibitors, primary screen, biochemical, single point, plate reader | Toxin B (Clostridioides difficile), P18177 | inhibition, % at 9.99 µM | AID 652162, 2013 | actives 0.24% (n = 350,000) | TcdB glycohydrolase enzymatic assay; in the data active = inhibition above about 10%
* = called active by the depositor; & = joins results of further samples.

Results for Cc1ccc(S(=O)(=O)Nc2ccc3c(c2)CC(=O)N([C@@H](C)CO)C[C@H](C)[C@H](CN(C)S(=O)(=O)c2cn(C)cn2)O3)cc1 ?
TcdB inh: 1.1

Results for COc1ccc(CN(C)C[C@H]2Oc3ccc(NS(=O)(=O)c4cccs4)cc3C(=O)N([C@H](C)CO)C[C@@H]2C)cc1 ?
TcdB inh: -2.1

What do the screens show for `Cc1ccc(S(=O)(=O)N(C)C[C@H]2OCCCC[C@H](C)Oc3ccc(NS(=O)(=O)c4ccccc4)cc3C(=O)N([C@H](C)CO)C[C@@H]2C)cc1`?
TcdB inh: -0.7

Results for C[C@H](O)C#Cc1cnc2c(c1)C(=O)N([C@H](C)CO)C[C@H](C)[C@@H](CN(C)Cc1ccccn1)O2 ?
TcdB inh: -0.6

Results for CC=Cc1ccc2n(c1=O)C[C@H]1[C@H](CO)[C@@H](C(=O)OC)[C@@H]2N1S(=O)(=O)c1ccccc1C (mixture of isomers) ?
TcdB inh: 0.0

Results for COc1cccc(NC(=O)Nc2ccc3c(c2)OC[C@@H](C)NC[C@H](C)[C@@H](OC)CN(C)C3=O)c1 ?
TcdB inh: -0.3

What do the screens show for `C[C@@H]1CN([C@@H](C)CO)C(=O)c2cccc(NS(C)(=O)=O)c2O[C@H]1CN(C)S(=O)(=O)c1ccc(Cl)cc1`?
TcdB inh: -0.3

Results for COc1cccc(-c2ccc([C@H]3[C@@H](CO)N4C(=O)CN(C(=O)NC(C)C)C[C@@H]34)cc2)c1 ?
TcdB inh: -0.4

Results for C[C@@H]1CN([C@H](C)CO)C(=O)c2cccc(NC(=O)c3ccncc3)c2O[C@H]1CN(C)C(=O)Nc1ccc(F)cc1 ?
TcdB inh: -5.3

What do the screens show for `C[C@@H]1CCCCO[C@@H](CN(C)Cc2ccc3c(c2)OCO3)[C@H](C)CN([C@H](C)CO)C(=O)c2cc(NS(=O)(=O)c3ccc(Cl)cc3)ccc2O1`?
TcdB inh: -0.6

Results for CCCN1[C@@H]2Cn3c(ccc(-c4ccccc4OC)c3=O)[C@H]1[C@@H](C(=O)NCc1ccccn1)[C@@H]2CO ?
TcdB inh: 0.7

Results for CC(C)NC(=O)Nc1cccc2c1O[C@H](CN(C)S(=O)(=O)c1cn(C)cn1)[C@@H](C)CN([C@H](C)CO)C2=O ?
TcdB inh: 0.5

How did O=C(Nc1ccc(C(F)(F)F)cc1)N[C@@H]1CC[C@@H](CCn2cc(C3(O)CCCC3)nn2)O[C@@H]1CO do in these assays?
TcdB inh: 0.5

What do the screens show for `COCCNC(=O)[C@H]1[C@H](CO)[C@H]2Cn3c(ccc(C4=CCCCC4)c3=O)[C@@H]1N2C(=O)C1CC1`?
TcdB inh: 0.8

Results for COc1ccc(S(=O)(=O)N[C@@H]2CC[C@H](CCNC(=O)CN3CCOCC3)O[C@@H]2CO)cc1 ?
TcdB inh: 0.4

Results for O=C([C@H]1[C@H](CO)[C@H]2Cn3c(cccc3=O)[C@@H]1N2C(=O)CC1CC1)N1CCc2ccccc2C1 ?
TcdB inh: 0.4

Results for CNC[C@@H]1OCCCC[C@@H](C)Oc2ccc(NC(=O)Cc3ccccc3)cc2C(=O)N([C@H](C)CO)C[C@@H]1C ?
TcdB inh: 1.4

How did CCCC#Cc1ccc2c(c1)O[C@@H](CN(C)S(=O)(=O)c1cccc(F)c1)[C@H](C)CN([C@H](C)CO)S2(=O)=O do in these assays?
TcdB inh: 0.6

What do the screens show for `C[C@@H]1CN([C@@H](C)CO)S(=O)(=O)c2ccc(C#CCC3CCCC3)cc2O[C@H]1CN(C)C`?
TcdB inh: 2.2

Results for CN1CCN(C(=O)C[C@H]2CC[C@H]3[C@@H](COC[C@H](O)CN3Cc3cccc(F)c3)O2)CC1 ?
TcdB inh: -1.2

Results for C[C@@H]1CN([C@@H](C)CO)C(=O)c2cccc(NC(=O)Nc3ccc(F)cc3)c2O[C@@H]1CN(C)Cc1ccc(C(=O)Nc2ccccc2N)cc1 ?
TcdB inh: -0.3

What do the screens show for `C[C@@H]1CN([C@H](C)CO)S(=O)(=O)c2ccc(C3=CCCC3)cc2O[C@@H]1CN(C)Cc1cncnc1`?
TcdB inh: 0.8

What do the screens show for `Cc1ccc(S(=O)(=O)N(C)C[C@H]2Oc3ccc(NC(=O)Nc4ccc5c(c4)OCO5)cc3C(=O)N([C@H](C)CO)C[C@H]2C)cc1`?
TcdB inh: -1.4

Results for CC(C)NC(=O)N(C)C[C@@H]1OCCCC[C@H](C)Oc2ccc(NC(=O)Nc3ccccc3)cc2C(=O)N([C@@H](C)CO)C[C@H]1C ?
TcdB inh: 1.3

Results for O=C(C[C@H]1CC[C@H]2[C@@H](COC[C@@H](O)CN2Cc2cc(F)ccc2F)O1)N1CCc2ccccc2C1 ?
TcdB inh: 0.5

How did CC(C)NC(=O)N(C)C[C@@H]1Oc2ccc(NC(=O)Nc3ccc4c(c3)OCO4)cc2C(=O)N([C@H](C)CO)C[C@H]1C do in these assays?
TcdB inh: 0.8

What do the screens show for `C[C@H]1CN([C@@H](C)CO)C(=O)c2cccc(NC(=O)c3cnccn3)c2O[C@H]1CN(C)Cc1ccc(C(F)(F)F)cc1`?
TcdB inh: 1.8

Results for C/C=C/c1ccc2c(c1)[C@H]1[C@H](CCN1C(=O)Cc1cccnc1)[C@@H](CO)N2C ?
TcdB inh: -4.4

What do the screens show for `O=C(C[C@@H]1C=C[C@H](NS(=O)(=O)c2ccc(F)cc2)[C@@H](CO)O1)NCc1ccccc1F`?
TcdB inh: 0.4

How did Cc1ccc(S(=O)(=O)N[C@H]2CC[C@@H](CC(=O)NC3CCCCC3)O[C@@H]2CO)cc1 do in these assays?
TcdB inh: -0.1

What do the screens show for `CN(C)CC(=O)N[C@@H]1CC[C@@H](CCNC(=O)C2CCC2)O[C@@H]1CO`?
TcdB inh: 0.2

How did C[C@H](CO)N1C[C@H](C)[C@H](CN(C)Cc2ccc(C(=O)O)cc2)Oc2ncc(C3=CCCC3)cc2C1=O do in these assays?
TcdB inh: -3.2

Results for C[C@H](CO)N1C[C@H](C)[C@H](CN(C)S(=O)(=O)c2ccc(Cl)cc2)Oc2ccc(NC(=O)c3ccncc3)cc2C1=O ?
TcdB inh: 0.8

How did CC(C)NC(=O)N(C)C[C@H]1Oc2c(NC(=O)Nc3cccc4ccccc34)cccc2C(=O)N([C@H](C)CO)C[C@H]1C do in these assays?
TcdB inh: -0.2

How did CC(C)NC(=O)N(C)C[C@@H]1OCCCC[C@H](C)Oc2ccc(N(C)C)cc2C(=O)N([C@H](C)CO)C[C@H]1C do in these assays?
TcdB inh: -7.9

What do the screens show for `O=S(=O)(c1ccccc1)N1C[C@@H]2N[C@H](C1)C2c1ccc(-c2cccnc2)cc1` (stereo not given in full)?
TcdB inh: -0.8&-0.5

How did C[C@@H]1CN([C@H](C)CO)C(=O)c2cc(/C=C/c3ccccc3)cnc2O[C@H]1CN(C)Cc1ccccc1F do in these assays?
TcdB inh: -1.0

How did COc1cccc(NC(=O)N2CC(=O)N3[C@H](CO)[C@@H](c4ccc(C#CC5CCCCC5)cc4)[C@H]3C2)c1 do in these assays?
TcdB inh: 0.7

How did C[C@@H]1CN([C@@H](C)CO)C(=O)c2cc(NC(=O)CCN3CCOCC3)ccc2O[C@@H]1CN(C)S(=O)(=O)c1cccs1 do in these assays?
TcdB inh: -0.6

Results for Cc1noc(C)c1C(=O)N(C)C[C@@H]1OCc2ccccc2-c2c(n(C)c3ccccc23)C(=O)N([C@@H](C)CO)C[C@H]1C ?
TcdB inh: 0.3

Among those listed so far, 2 have a CF3 group.
How did O=C(Nc1ccc(C(F)(F)F)cc1)N[C@@H]1CC[C@@H](CCn2cc(C3(O)CCCC3)nn2)O[C@@H]1CO do in these assays?
TcdB inh: 0.5

What do the screens show for `C[C@H]1CN([C@@H](C)CO)C(=O)c2cccc(NC(=O)c3cnccn3)c2O[C@H]1CN(C)Cc1ccc(C(F)(F)F)cc1`?
TcdB inh: 1.8

Following part:
How did C[C@@H]1CN([C@H](C)CO)C(=O)c2cccc(NS(=O)(=O)c3cn(C)cn3)c2O[C@H]1CN(C)C(=O)Nc1ccc(F)cc1 do in these assays?
TcdB inh: -5.7

What do the screens show for `CC(C)NC(=O)Nc1ccc2c(c1)C(=O)N([C@H](C)CO)C[C@@H](C)[C@H](CN(C)Cc1ccc(C(=O)O)cc1)OCCCC[C@@H](C)O2`?
TcdB inh: 0.8

How did C[C@@H]1CN([C@@H](C)CO)C(=O)Cc2cc(NC(=O)Nc3ccc(F)cc3)ccc2O[C@@H]1CN(C)S(=O)(=O)c1ccccc1 do in these assays?
TcdB inh: 0.7

What do the screens show for `COc1cccc(-c2ccc(C3[C@H]4CNC[C@@H]3N4Cc3cncnc3)cc2)c1` (stereo not given in full)?
TcdB inh: -0.6

How did CCC(=O)N1C[C@@H](C)[C@@H](OC)CN(C)C(=O)c2ccc(NC(=O)NC(C)C)cc2OC[C@H]1C do in these assays?
TcdB inh: -0.6

How did CNC[C@H]1OCCCC[C@@H](C)Oc2ccc(NC(=O)C3CCCCC3)cc2C(=O)N([C@@H](C)CO)C[C@H]1C do in these assays?
TcdB inh: -0.1

How did Cc1ccc(S(=O)(=O)Nc2cccc3c2O[C@H](CN(C)S(=O)(=O)c2ccc(Cl)cc2)[C@H](C)CN([C@H](C)CO)C3=O)cc1 do in these assays?
TcdB inh: -0.3

Results for C[C@H]1CN([C@@H](C)CO)C(=O)CCCn2cc(nn2)CO[C@H]1CN(C)Cc1ccc2c(c1)OCCO2 ?
TcdB inh: 0.8

Results for Cc1ccc(S(=O)(=O)N[C@@H]2CC[C@@H](CC(=O)N3CCN(c4ccccc4)CC3)O[C@H]2CO)cc1 ?
TcdB inh: 0.0

How did COc1ccc(NC(=O)N(C)C[C@@H]2Oc3ccc(NC(=O)C4CCCCC4)cc3CC(=O)N([C@@H](C)CO)C[C@H]2C)cc1 do in these assays?
TcdB inh: -1.2

What do the screens show for `CO[C@H]1CN(C)C(=O)c2cc(NC(=O)C3CCCCC3)ccc2OC[C@H](C)N(C)C[C@@H]1C`?
TcdB inh: 1.1

Results for COc1cccc(C#Cc2ccc([C@@H]3[C@@H](C#N)N(C(=O)c4ccccn4)[C@@H]3CO)cc2)c1 ?
TcdB inh: 0.2

Results for COCC(=O)N(C)C[C@@H]1Oc2ncc(C#CC3(O)CCCC3)cc2C(=O)N([C@@H](C)CO)C[C@@H]1C ?
TcdB inh: 0.4

What do the screens show for `C[C@H]1CN([C@@H](C)CO)C(=O)c2cc(N(C)C)ccc2O[C@@H]1CN(C)Cc1ccc(C(=O)Nc2ccccc2N)cc1`?
TcdB inh: -2.9

What do the screens show for `C[C@H](CO)N1C[C@H](C)[C@@H](CN(C)S(=O)(=O)c2ccccc2)Oc2ccc(NC(=O)Nc3ccccc3)cc2CC1=O`?
TcdB inh: -2.6

Results for COc1ccccc1-c1ccc([C@@H]2[C@@H](C#N)N(C(=O)C3CCCCC3)[C@@H]2CO)cc1 ?
TcdB inh: 0.6

What do the screens show for `C[C@@H]1CN([C@@H](C)CO)C(=O)c2cc(C#CC3CCCCC3)cnc2O[C@@H]1CN(C)C(=O)Cc1ccccn1`?
TcdB inh: 0.6

How did C[C@H](CO)N1C[C@H](C)[C@@H](CN(C)C(=O)Nc2ccc(F)cc2)OCCCC[C@H](C)Oc2ccc(NS(=O)(=O)c3cn(C)cn3)cc2C1=O do in these assays?
TcdB inh: -0.1

What do the screens show for `CO[C@@H]1CN(C)C(=O)c2cc(NS(=O)(=O)c3ccc(C)cc3)ccc2OC[C@@H](C)NC[C@@H]1C`?
TcdB inh: -2.4

How did CC(C)NC(=O)Nc1ccc2c(c1)C(=O)N([C@@H](C)CO)C[C@H](C)[C@H](CN(C)S(=O)(=O)c1ccc(F)cc1)OCCCC[C@@H](C)O2 do in these assays?
TcdB inh: 0.7

Results for C/C=C/c1ccc([C@@H]2[C@@H](CO)N3CCCCN(C(=O)Nc4ccc(F)cc4)C[C@H]23)cc1 ?
TcdB inh: -0.8

How did COCC(=O)N(C)C[C@@H]1Oc2ncc(C3=CCCCC3)cc2C(=O)N([C@@H](C)CO)C[C@H]1C do in these assays?
TcdB inh: 0.8

How did C[C@@H]1CN([C@H](C)CO)S(=O)(=O)c2ccc(-c3ccccc3)cc2O[C@@H]1CN(C)Cc1cccnc1 do in these assays?
TcdB inh: 0.1

What do the screens show for `CN(C)CC(=O)N[C@@H]1CC[C@@H](CC(=O)NCc2ccccc2F)O[C@H]1CO`?
TcdB inh: -0.1

How did C[C@@H]1CN([C@H](C)CO)C(=O)c2cc(NC(=O)CCCN(C)C)ccc2O[C@H]1CN(C)C(=O)Nc1cccc2ccccc12 do in these assays?
TcdB inh: -1.5

What do the screens show for `C/C=C/c1ccc([C@@H]2[C@@H](CO)N3C(=O)CN(C(=O)c4ccccc4)C[C@H]23)cc1`?
TcdB inh: -0.6

Results for CC(C)NC(=O)N1[C@H](CO)[C@@H]2c3ccccc3N(C(=O)c3ccccn3)C[C@@H]21 ?
TcdB inh: -0.4

How did CC=Cc1ccc2n(c1=O)C[C@H]1[C@H](CO)[C@@H](C(=O)OC)[C@@H]2N1CC1CCCC1 (mixture of isomers) do in these assays?
TcdB inh: -1.8

Results for O=C(Cc1ccccn1)N1CCCCN2[C@@H](CO)[C@@H](c3ccc(-c4ccc(F)cc4)cc3)[C@@H]2C1 ?
TcdB inh: -2.3

How did COc1cccc(S(=O)(=O)N[C@@H]2CC[C@H](CCn3cc(-c4ccc(F)cc4)nn3)O[C@H]2CO)c1 do in these assays?
TcdB inh: 0.5

Results for COCC(=O)N1C[C@@H](C)[C@@H](OC)CN(C)C(=O)c2ccc(NC(=O)NC(C)C)cc2OC[C@H]1C ?
TcdB inh: -0.2

4 structures out of the list, arranged by length of the SMILES, low to high:
What do the screens show for `CN(C)CC(=O)N[C@@H]1CC[C@@H](CC(=O)NCc2ccccc2F)O[C@H]1CO`?
TcdB inh: -0.1

How did CC=Cc1ccc2n(c1=O)C[C@H]1[C@H](CO)[C@@H](C(=O)OC)[C@@H]2N1CC1CCCC1 (mixture of isomers) do in these assays?
TcdB inh: -1.8

How did COc1cccc(S(=O)(=O)N[C@@H]2CC[C@H](CCn3cc(-c4ccc(F)cc4)nn3)O[C@H]2CO)c1 do in these assays?
TcdB inh: 0.5

How did C[C@@H]1CN([C@H](C)CO)S(=O)(=O)c2ccc(-c3ccccc3)cc2O[C@@H]1CN(C)Cc1cccnc1 do in these assays?
TcdB inh: 0.1

Some of the compounds tested; the hit share may differ from the screen's.
